Lipid storage S3 = qHTS Assay for Lipid Storage Modulators in Drosophila S3 Cells; Drosophila S3 cells, BODIPY lipid droplet fluorescence, 18-24 h; cells fed with added oleic acid; Potency in µM for hits, for the others lipid storage change, negative = inhibition, % at the top dose, mostly 46.1 µM; 0.64% of 320,000 active; AID 2685; active means well fitted inhibition curve with a large enough effect in the signal ratio, with a control signal flat, not every such curve was filed as active; inconclusive means small, poorly fitted or top-dose-only effect, or effect the other way, or a change in a side signal; the % refers to the signal ratio
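Drosophila S3 cells loaded with oleic acid (400 uM, as added) and compounds at several concentrations; lipid droplets imaged by 488-nm laser-scanning cytometry, 500–530 nm intensity and object ratio to cell channel. Percent activity normalized to 20 uM Triacsin C.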
Lipid storage S3 cell count max = second read-out of Lipid storage S3, no call of its own (marks repeat the call); cell number change, %; measured here: cell count max response;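 cells counted by Cell Tracker Red CMTPX staining in the red channel; peak over a dose series mostly up to 46.1 µM; percent activity relative to internal control wells on each plate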
Starred values were filed as active, the others as inactive; i = inactive; ? = inconclusive; / = not tested or not shown; [ ] = remark or other dose. On the % scale 0 is the no-effect control and ±100 the full control effect; potency means the concentration at half of the fitted maximal effect. Some of the compounds tested, so the mix of outcomes need not match the whole.

structure	Lipid storage S3	Lipid storage S3 cell count max
CC(C)Oc1ccc(C(=O)NC(=S)Nc2ccc(CN3CCOCC3)cc2)cc1	?	/
CCN1C(=O)CSc2ccc(C(=O)NCCCN3CCOCC3)cc21	-5%	-1
O=C1c2cccc3c(N4CCCCC4)ccc(c23)C(=O)N1c1cccc(O)c1	?	/
C=CCn1c(Br)nc2c1c(=O)n(C)c(=O)n2C	?	/
CN1CCN(NC(=O)NC2CCCCC2)CC1	?	/
CCOc1ccc(NC(=O)Cc2c(O)c3ccccc3[nH]c2=O)cc1	7%	6
Cc1ccc(S(=O)(=O)Nc2ccc(-c3ccc4nncn4n3)cc2)cc1	7%	-22
COCCn1c(C)cc(C(=O)CSc2cc(C)c3ccccc3n2)c1C	?	/
CC(C)c1c(C#N)c(N)nc(SCC(=O)c2cc3ccccc3oc2=O)c1C#N	i	/
COc1ccc(CCNC(=O)C2CC(=O)N(c3ccccc3)C2)cc1OC (stereo unspecified)	i	/
Cc1ccc(NC(=O)Cn2c(=S)[nH]c3ccccc32)cc1	8%	-12
O=C1CC(N2CCN(C/C=C/c3ccccc3)CC2)C(=O)N1Cc1ccc(N2CCCC2=O)cc1 (stereo unspecified)	?	/
CCOC(=O)N1CCN(S(=O)(=O)c2ccc(C(=O)Nc3ccc4c(c3)C(=O)NC4=O)cc2)CC1	?	/
Cn1ncc(Oc2ccc([N+](=O)[O-])cc2)c(Cl)c1=O	2%	4
Cn1c(=O)c2sccc2n2c(CCCC(=O)NC3CCN(Cc4ccccc4)CC3)nnc12	?	/

Further compounds.
structure	Lipid storage S3	Lipid storage S3 cell count max
COc1cccc(-c2ccc3ncnc(NCc4ccc5c(c4)OCO5)c3c2)c1	?	/
Cc1c(CCO)c(=O)oc2n[nH]c(-c3ccccc3)c12	?	/
Cc1snc(SCC(=O)N/N=C(\N)COc2ccc(F)cc2)c1C#N	?	/
COc1cc(N2CN=c3s/c(=C\c4ccccn4)c(=O)n3C2)cc(OC)c1OC	?	/
CCOC(=O)c1ccc(-n2ccnc2)c(NC(=O)c2ccc(C(C)(C)C)cc2)c1	?	/
O=C(O)[C@H](Cc1ccccc1)N1C(=O)c2c(Cl)c(Cl)c(Cl)c(Cl)c2C1=O	i	1
CCNC(=S)N1CCN(C(c2ccccc2)c2ccccc2)CC1	i	/
COCC(=O)Nc1nnc(SCC(=O)NCc2cccs2)s1	0%	2
CCOc1ccc(S(=O)(=O)N(C)c2ccc(OCC(=O)Nc3nc(-c4cc(OC)ccc4OC)cs3)cc2)cc1	-1%	21
C=CCc1ccccc1OCC(O)CN1CCN(Cc2ccc3c(c2)OCO3)CC1 (stereo unspecified)	?	/
CCOC(=O)CSc1n[nH]c(NC(=O)NC(C)C)n1	?	/
COc1ccc(Cl)cc1NC(=S)NCCc1ccc(F)cc1	i	/
CCn1c(O)c(N=NC(=O)CNC(=O)c2ccccc2F)c2ccccc21	i	-12
COc1ccc(S(=O)(=O)N2CCCCCC2)cc1C(=O)OCC(=O)NCC(C)C	?	/
Cc1c(NC(=S)N2CCN(c3cccc(Cl)c3)CC2)c(=O)n(-c2ccccc2)n1C	?	/

Additional records
structure	Lipid storage S3	Lipid storage S3 cell count max
O=c1nc(/C=C/c2ccccc2C(F)(F)F)cc(C(F)(F)F)[nH]1	0.52µM*	-23*
CC1=C2C(=O)OC(c3ccoc3)C2(C)CCC1 (stereo unspecified)	?	/
O=C(C1CCN(CC2CC=CCC2)CC1)N(CCc1ccccc1)Cc1ccccc1 (stereo unspecified)	?	/
O=C(NCCCn1ccnc1)c1cn(-c2ccccc2)nc1-c1ccc(F)cc1	?	/
C/C(N)=C(/C#N)C(=O)CN1C(=O)NC(Cc2c[nH]c3ccccc23)C1=O (stereo unspecified)	?	/
O=C(CCN1C(=O)c2ccccc2C1=O)N1CCN(Cc2ccc(Cl)cc2Cl)CC1	23%	-1
COc1ccc(Nc2nc(C(=O)N(CCO)Cc3ccccc3)cs2)cc1	-10%	10
COc1cccc(C2(O)CC(C(F)(F)F)=NN2C(=O)c2ccccn2)c1 (stereo unspecified)	?	/
CNC(=S)NNC(=O)Cc1ccc(O)cc1	?	/
O=C(CN1C(=O)COc2ccccc21)NCCN1CCc2ccccc2C1	i	/
O=C(Cn1nc(Cc2cccnc2)c2ccccc2c1=O)Nc1ccc2c(c1)OCO2	?	/
CC1CN(C(=O)CCC(=O)N2CCN(c3cccc(C(F)(F)F)c3)CC2)c2ccccc2O1 (stereo unspecified)	i	/
COc1ccc(S(=O)(=O)Nc2ccccc2-c2nc3ccccc3[nH]c2=O)cc1	?	/
O=C(NCCc1ccc(Cl)cc1)C1CCN(C(=O)c2sccc2-n2cccc2)CC1	-10%	-9
CC(C)(C)Nc1scc(-c2ccccc2)[n+]1-c1ccccc1	13%	15

New compounds follow:
structure	Lipid storage S3	Lipid storage S3 cell count max
COc1ccc(S(=O)(=O)N2CCCOC2CNC(=O)C(=O)NCCCn2ccnc2)cc1 (stereo unspecified)	-5%	18
C/C(=C(/NC(=O)c1ccccc1)C(=O)O)c1ccco1	10%	6
CN(C)CCCNC(=O)c1cc(C(=O)Cc2ccccc2)c[nH]1	?	/
CCOC(=O)N1CCN(C(=O)C2CC(=O)N(c3ccc(C)cc3)C2)CC1 (stereo unspecified)	?	/
CCCCOc1ccc(-c2nnc(-c3ccco3)o2)cc1	20%	-12
COc1ccc(Br)cc1CN1CCN(C(=O)c2cccc(OC)c2OC)CC1	?	/
CCCN(CCC)CCCNS(=O)(=O)c1cc(Br)cc2c1N(C(C)=O)CC2	8%	6
CC[C@H](C)[C@H](NS(=O)(=O)c1ccc(C)cc1)C(=O)N1CCC(C(=O)N[C@@H](C)C(=O)O)CC1	?	/
CCCC(=O)Nc1ccc(N2CCN(S(C)(=O)=O)CC2)cc1	-1%	5
Cc1ccc(-n2c(=O)[nH]cc(C(=O)Nc3ccc4c(c3)OCO4)c2=O)cc1C	?	/
COc1ccc(NC2=C(NCCO)C(=O)c3ccccc3C2=O)cc1	?	/
CCC(=O)N/C=C/n1cnc2cc(C(F)(F)F)ccc21	?	/
O=C(O)c1ccccc1C(=O)NCC(O)c1ccccc1 (stereo unspecified)	-7%	3
COc1cccc(Nc2nc(N)c([N+](=O)[O-])c(NCc3ccccc3)n2)c1	-4%	4
CCC1(C)Cc2c(sc3c2c2ncnn2c2nnc(SCC(=O)NCc4ccco4)n32)CO1 (stereo unspecified)	16%	-4

New compounds follow:
structure	Lipid storage S3	Lipid storage S3 cell count max
O=S(=O)(c1ccc(-c2ccccc2)cc1)N1CCCC1	?	/
COc1cccc(-c2c3c([nH]c(=O)c2C#N)CCc2cc(OC)ccc2-3)c1	8%	/
CSc1nc(N2CCN(c3ccccc3Cl)CC2)c2ccccc2n1	?	/
CCOC(=O)c1nnn(CC(=O)Nc2cc(Cl)ccc2C)c1C(=O)OCC	?	/
O=S(=O)(Cc1ccccc1)N1CCn2c(nc3ccccc32)C1	?	/
Cc1[nH]n(-c2ccc([N+](=O)[O-])cc2)c(=O)c1C=NCCN1CCN(C(=O)C(C)C)CC1	1%	10
COc1cc(NC(=O)C(=O)Nc2ccc3nc4n(c(=O)c3c2)CCCCC4)cc(OC)c1OC	7%	/
O=C(COC(=O)c1cnccn1)N=c1sccn1Cc1ccccc1Cl	?	/
CCOc1ccc(-c2ccc(SC)nn2)cc1	?	/
CCC(C)Nc1nc(OC(C(F)(F)F)C(F)(F)F)nc(OC(C(F)(F)F)C(F)(F)F)n1 (stereo unspecified)	-8%	-13
COCCCn1c(-c2ccccc2Cl)n[nH]c1=S	?	/
CCN(C(=O)CSc1nc2cc(S(=O)(=O)N(CC)CC)ccc2n1CC)C1CCS(=O)(=O)C1 (stereo unspecified)	24%	4
CC(=O)Oc1ccc2oc(-c3ccccc3)c(C(N)=O)c2c1	-12%	-12
CC(Oc1ccc(C(=O)c2ccccc2)cc1)C(=O)Nc1ccc(S(N)(=O)=O)cc1 (stereo unspecified)	?	/
CCc1ccc(NC(=O)CS(=O)CC(=O)Nc2ccc(-n3cnnn3)c(C)c2)cc1 (stereo unspecified)	?	/

Remaining list, next part
structure	Lipid storage S3	Lipid storage S3 cell count max
O=C(OCCN(C1=NS(=O)(=O)c2ccccc21)c1ccc(Cl)cc1)c1ccco1	?	/
COc1cccc(C2C(C(N)=O)=C(C)Nc3nc(CCCO)nn32)c1 (stereo unspecified)	i	7
CCS(=O)(=O)N1CCC(C(=O)Nc2ccc(C(C)=O)cc2)CC1	-4%	2
COc1ccc(N(C)C(=O)CN(C)S(=O)(=O)c2ccc3c(c2)c(=O)n(C)c(=O)n3C)c(OC)c1	-28%	6
CCCCCn1c(CN2CCN(Cc3ccccc3)CC2)nc2c1c(=O)[nH]c(=O)n2C	13%	-7
Cc1ccccc1NC(=O)OCc1cccnc1Oc1ccc(Cl)cc1	?	/
O=C(c1cnc2n(c1=O)CCS2)N1CCN(c2ccc(Cl)c(Cl)c2)CC1	-6%	-9
Cc1cc2ncc(-c3ccccc3)nc2cc1C	?	/
COc1ccc(OC)c(C2CC(=O)N3CN(c4ccc(C)c(Cl)c4)CSC3=C2C#N)c1 (stereo unspecified)	?	/
O=[N+]([O-])/C=C1\C=CC=CN1Cc1ccc(Cl)cc1	8%	7
Cc1ccccc1OCC(=O)N/N=C/c1ccccn1	4%	-10
O=C(CC1CC2CCC1C2)NCCc1ccc(Cl)cc1 (stereo unspecified)	?	/
CCN(CC)c1ccc(/C=N/NC(=O)c2ccc([N+](=O)[O-])cc2)cc1	0%	0
COc1cc(OC)c(S(=O)(=O)NCc2cccnc2)cc1NC(C)=O	21%[9.22 µM]	15
CCCCCc1nc(-c2nonc2N)no1	0%	-7

The list goes on, overlapping the part above by five compounds.
structure	Lipid storage S3	Lipid storage S3 cell count max
Cc1ccccc1OCC(=O)N/N=C/c1ccccn1	4%	-10
O=C(CC1CC2CCC1C2)NCCc1ccc(Cl)cc1 (stereo unspecified)	?	/
CCN(CC)c1ccc(/C=N/NC(=O)c2ccc([N+](=O)[O-])cc2)cc1	0%	0
COc1cc(OC)c(S(=O)(=O)NCc2cccnc2)cc1NC(C)=O	21%[9.22 µM]	15
CCCCCc1nc(-c2nonc2N)no1	0%	-7
CCNC(=S)NNC(=O)c1cc(-c2ccc(OC)cc2)nc2ccccc12	?	/
CCOC(=O)c1cc2c(ccn2C)n1CC(=O)Nc1ccc(F)cc1	?	/
CCOc1ccc(N2CC(C(=O)N3CC(C)OC(C)C3)CC2=O)cc1 (stereo unspecified)	?	/
O=c1c2c(-c3cccs3)csc2ncn1-c1ccccc1	-3%	-16
Cc1ccn(-c2ccc([N+](=O)[O-])cc2)n1	i	/
COCCNC(=O)C1CC(=O)N(c2ccc(OC)cc2)C1c1ccc(OC)cc1 (stereo unspecified)	-3%	/
Cc1cc(C)n(CC(=O)NN)n1	18%	-10
CN1/C(=C\C(=S)Nc2ccccc2)C(C)(C)c2ccccc21	?	/
Nc1nonc1-n1nnc(C(=O)N/N=C/c2ccccc2Cl)c1-c1ccc2c(c1)OCO2	?	/
C=CCN1C=C2C(=O)C(C)(OC(=O)C3CCCC3)C(=O)C(c3ccccc3)=C2C=C1CCCC(=O)OC (stereo unspecified)	-12%	-3
Cc1noc(COc2ccccc2OCC(N)=O)c1Cl	?	/
CC1(c2ccccc2)NC(=O)N(CC(=O)N2CCOCC2)C1=O (stereo unspecified)	?	/
CCc1nc2cc(CC(=O)O)ccc2o1	?	/
CC(C)c1nc(CNC(=O)CC2C(=O)NCCN2Cc2ccc(F)cc2Cl)cs1 (stereo unspecified)	-20%	2
CC12CN(C(=O)c3ccco3)CC(c3ccccc3)(CN(C(=O)c3ccco3)C1)C2=O	-1%	15

Other structures:
structure	Lipid storage S3	Lipid storage S3 cell count max
COC(=O)C1=C(C)N(Cc2ccccc2)C(=NCc2cccc(Cl)c2)N[C@H]1c1cccc(F)c1	21µM*	-28*
COc1ccc(N2CCN(C(=O)c3ccc4ccccc4n3)CC2)cc1	9%	-3
COc1ccc(-n2c(C)cc(/C=C(\C#N)C(=O)NCc3ccco3)c2C)cc1	-15%	0
O=C(Nc1ccc(F)c(F)c1)C1CCCN(S(=O)(=O)c2cccc3nonc23)C1 (stereo unspecified)	?	/
CCOC(=O)c1c(C)nc(C)c2c(=O)oc3ccccc3c12	14%	5
CCn1c(CCNC(=O)c2cccs2)nnc1SCC(=O)Nc1nc(-c2ccccc2)cs1	?	/
COCCn1c(C)cc(C(=O)COC(=O)c2ccc3ncsc3c2)c1C	i	28
CNC(=O)COC(=O)c1cc(-c2ccc(OC)cc2)nc2ccccc12	?	/
Cc1nonc1CC(=O)NC1CC(C)(C)Cc2c1cnn2-c1ccc(F)cc1 (stereo unspecified)	?	/
CC(C)Oc1ccc(C(=O)NCC(=O)OCC(=O)N(C)Cc2cccs2)cc1	i	/
COc1cc(C#N)c(N=C(SCC#N)N2CCOCC2)cc1OC	-14%	-7

Two neighbouring records already listed:
structure	Lipid storage S3	Lipid storage S3 cell count max
CC(C)Oc1ccc(C(=O)NCC(=O)OCC(=O)N(C)Cc2cccs2)cc1	i	/
COc1cc(C#N)c(N=C(SCC#N)N2CCOCC2)cc1OC	-14%	-7

Assay outcomes (PubChem)
